AddAB inh: growth inhibition of E. coli expressing H. pylori AddAB, primary screen, AddAB inhibitor project, absorbance; inhibition, % at 11.9 µM; 0.29% of 330,000 active; in the data active = inhibition above about 12%;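 note: 0% = vehicle wells of infected cells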
PvdQ acylase: P. aeruginosa PvdQ acylase inhibitors, primary screen, biochemical, fluorescence, plate reader and imaging, single point | purified PvdQ acylase | 0.063% of 340,000 active | inhibition, % at 10 µM; in the data active = inhibition above about 30%, passing the limit was not always enough;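 note: 0% = vehicle neutral wells and 100% = reference inhibitor wells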
PfHsp90 yeast 2: growth inhibition of PfHsp90-expressing yeast, primary screen, antimalarial PfHsp90 inhibitor project, S. cerevisiae, BacTiter-Glo luminescence, single point, set 2 | BacTiter-Glo ATP, 48 h; yeast lacking PDR1 and PDR3 efflux regulators | inhibition, % at 9.4 µM | 0.32% of 310,000 active;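 active = every replicate shows inhibition above about 80%, whatever the replicate mean, limit read from the data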;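 note: 0% = DMSO neutral controls and 100% = 20 µM radicicol positive controls; yeast relying on Plasmodium falciparum Hsp90 in place of its own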
Tat transport: E. coli Tat export inhibitors, primary screen, MC4100, TorA-mCherry reporter, fluorescence, single point | inhibition, % at 10 µM | 0.036% of 340,000 active | AID 488895, 2010;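 active = mean replicate inhibition at least 50% and at least half of replicates individually reaching 50%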;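 note: exported cargo escapes ClpAP degradation while cytoplasmic cargo is degraded and loses fluorescence; 0% = median of neutral control wells and 100% = median of NaSCN control wells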
DAGLB inh: DAGLB lipase inhibitors, primary screen, biochemical, fluorescence, HTS; Diacylglycerol lipase-beta (Homo sapiens), Q8NCG7; HEK293T DAGLB membrane lysate, EnzChek fluorogenic substrate; inhibition, % at 5.17 µM; 0.059% of 340,000 active; in the data active = inhibition above about 34%;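 note: 0% = enzyme with vehicle and 100% = wells lacking enzyme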
Target sequence (Q8NCG7 whole entry, looked up): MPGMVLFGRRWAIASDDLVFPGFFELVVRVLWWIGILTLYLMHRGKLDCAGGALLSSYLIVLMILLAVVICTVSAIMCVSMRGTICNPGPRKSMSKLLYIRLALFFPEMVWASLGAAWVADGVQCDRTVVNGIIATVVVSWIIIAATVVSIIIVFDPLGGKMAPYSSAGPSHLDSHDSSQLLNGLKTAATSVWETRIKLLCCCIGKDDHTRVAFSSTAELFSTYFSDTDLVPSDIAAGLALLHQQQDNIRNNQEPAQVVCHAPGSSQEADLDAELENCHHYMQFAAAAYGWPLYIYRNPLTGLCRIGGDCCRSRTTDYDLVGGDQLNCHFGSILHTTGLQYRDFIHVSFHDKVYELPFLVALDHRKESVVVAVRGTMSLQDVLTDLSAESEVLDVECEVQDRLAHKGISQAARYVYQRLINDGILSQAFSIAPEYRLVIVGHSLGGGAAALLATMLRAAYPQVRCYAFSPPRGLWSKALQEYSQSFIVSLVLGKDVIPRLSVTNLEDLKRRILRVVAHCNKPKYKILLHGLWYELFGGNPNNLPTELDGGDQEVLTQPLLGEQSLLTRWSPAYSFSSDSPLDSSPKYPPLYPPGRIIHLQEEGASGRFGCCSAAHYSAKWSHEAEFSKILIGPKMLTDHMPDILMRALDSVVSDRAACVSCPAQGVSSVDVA
CAL PDZ inh: CAL PDZ peptide-binding inhibitors, primary screen, biochemical, fluorescence polarization, Cer-tagged CAL PDZ, HTS | Golgi-associated PDZ and coiled-coil motif-containing protein (Homo sapiens), Q9HD26 | purified CAL PDZ, TMR-peptide fluorescence polarization, 1 h | inhibition, % at 20 µM | 0.02% of 330,000 active | AID 504414, 2011;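 active = highest replicate inhibition of at least 40%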;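 note: plate controls were DMSO neutral control wells for no effect and unlabeled competitor peptide control wells for full effect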
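Test system: purified CerCALP PDZ construct; Compound dosing: one concentration, 20 µM compound; Also added: TMR-labelled reporter peptide T*-PRC34 bound in PDZ groove; Read-out: inhibition from polarization loss; Controls: unlabelled peptide and DMSO controls; Signal: FP readout, S and P plane fluorescence; Incubation: 1 h at RT.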
E coli growth: E. coli V3065 growth inhibition, primary screen, counter-screen for AddAB inhibitor project, absorbance, OD600; 18 h; inhibition, % at 11.9 µM; 0.27% of 330,000 active; AID 449728, 2010;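 active = inhibition above the campaign's mean inhibition across all tested compounds plus 3 SD, cut at about 9.9% in these data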;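 note: uninfected addAB+ strain grown without phage in ampicillin broth; 0% = DMSO wells and 100% = ciprofloxacin 0.95 µg/ml wells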
Rtt109 Vps75: inhibitors of C. albicans Rtt109/Vps75 HAT, primary screen, biochemical, ThioGlo CoA-SH fluorescence, plate reader; Histone acetyltransferase RTT109 (Candida albicans (strain SC5314 / ATCC MYA-2876)), …; purified Rtt109/Vps75, 4 h; inhibition, % at 34.9 µM; 0.16% of 330,000 active; AID 540336, 2011;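 active = inhibition of at least 50% in every replicate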
Target sequence (Q5AAJ8 whole entry, looked up): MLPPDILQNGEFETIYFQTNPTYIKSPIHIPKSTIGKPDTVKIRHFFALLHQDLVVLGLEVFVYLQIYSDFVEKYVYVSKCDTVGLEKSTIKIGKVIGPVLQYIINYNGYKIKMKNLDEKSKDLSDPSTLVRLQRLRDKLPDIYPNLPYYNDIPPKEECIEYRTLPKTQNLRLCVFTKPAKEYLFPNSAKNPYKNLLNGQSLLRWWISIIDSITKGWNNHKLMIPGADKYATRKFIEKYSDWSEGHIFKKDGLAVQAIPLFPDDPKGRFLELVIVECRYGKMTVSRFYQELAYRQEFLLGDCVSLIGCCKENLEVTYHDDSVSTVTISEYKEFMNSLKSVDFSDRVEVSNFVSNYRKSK
phage Ecoli inh: growth loss of phage-infected E. coli, primary screen, RecBCD inhibitor project, absorbance, with phage, HTS. inhibition, % at 11.9 µM. 0.26% of 360,000 active; in the data active = inhibition above about 11%
Wnt bcat act: Wnt/beta-catenin pathway activators, primary screen, cell-based, plate reader, single point. Wnt/beta-catenin reporter cell assay, activator. activation, % at 9.35 µM. 1.2% of 300,000 active. AID 743398, 2014; in the data active = activation above about 30%, passing the limit was not always enough;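 note: 0% = neutral control wells and 100% = positive control wells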
The depositor's hits bear a star.

Start of the data: the first 2 records, to show the layout:
For O=C(O)CCN1/C(=C/C=Nc2ccccc2)Oc2ccccc21 the results were AddAB inh 2.8, PvdQ acylase -8, PfHsp90 yeast 2 -11, Tat transport 2, DAGLB inh 2, E coli growth -1.2, Rtt109 Vps75 3, phage Ecoli inh 1.5 and Wnt bcat act 0.
For COc1ccccc1C(C)N(C)Cc1nc(COc2ccccc2)no1 (stereo not drawn) the results were AddAB inh 3.0, PvdQ acylase -7, PfHsp90 yeast 2 -11, Tat transport -1, DAGLB inh -9, CAL PDZ inh -0.2, E coli growth 0.7, Rtt109 Vps75 1, phage Ecoli inh 1.7 and Wnt bcat act -1.

This part in full, previewed entries included:
For O=C(O)CCN1/C(=C/C=Nc2ccccc2)Oc2ccccc21 the results were AddAB inh 2.8, PvdQ acylase -8, PfHsp90 yeast 2 -11, Tat transport 2, DAGLB inh 2, E coli growth -1.2, Rtt109 Vps75 3, phage Ecoli inh 1.5 and Wnt bcat act 0.
For COc1ccccc1C(C)N(C)Cc1nc(COc2ccccc2)no1 (stereo not drawn) the results were AddAB inh 3.0, PvdQ acylase -7, PfHsp90 yeast 2 -11, Tat transport -1, DAGLB inh -9, CAL PDZ inh -0.2, E coli growth 0.7, Rtt109 Vps75 1, phage Ecoli inh 1.7 and Wnt bcat act -1.
O=C1Nc2cc(Br)ccc2C1(O)c1ccccc1O (stereo not drawn) was read as AddAB inh 0.7, PvdQ acylase -15, PfHsp90 yeast 2 -24, Tat transport -7, DAGLB inh -1, E coli growth 1.2, Rtt109 Vps75 -4, phage Ecoli inh 3.2 and Wnt bcat act -2.
Screening Cc1ccc([N+](=O)[O-])cc1NC(=O)Nc1cccc(F)c1 returned PvdQ acylase -4, PfHsp90 yeast 2 -2, Tat transport -3, DAGLB inh -6, CAL PDZ inh -1.2, Rtt109 Vps75 -5, phage Ecoli inh 3.2 and Wnt bcat act -1.
`Cc1ccc(NC(=S)N(CCN2CCCCC2)Cc2ccco2)cc1` gave AddAB inh 1.6, PvdQ acylase -9, PfHsp90 yeast 2 -12, Tat transport -8, DAGLB inh 0, CAL PDZ inh 0.6, E coli growth 1.6, Rtt109 Vps75 -12, phage Ecoli inh 3.4 and Wnt bcat act 2.
`CN(Cc1ccc(Cl)cc1Cl)C(=O)c1cccc(S(=O)(=O)N2CCN(c3ccccc3)CC2)c1` gave AddAB inh 1.4, PvdQ acylase 16, PfHsp90 yeast 2 -26, Tat transport 0, DAGLB inh 1, CAL PDZ inh 0.0, E coli growth 2.8, Rtt109 Vps75 -6, phage Ecoli inh 2.1 and Wnt bcat act 0.
For CN(C)S(=O)(=O)c1ccc(C(=O)Nc2cccc(C(=O)O)c2)cc1 the results were AddAB inh -1.4, PvdQ acylase -10, PfHsp90 yeast 2 23, Tat transport -2, DAGLB inh 1, CAL PDZ inh -2.4, E coli growth -3.2, Rtt109 Vps75 4, phage Ecoli inh 0.9 and Wnt bcat act 3.
`CCOC(=O)C1=C(O)/C(=C/c2ccc(OCC(=O)O)c(OCC)c2)SC1=Nc1ccc(OC)cc1` gave AddAB inh 4.7, PvdQ acylase 3, PfHsp90 yeast 2 -4, Tat transport 2, DAGLB inh 6, CAL PDZ inh -15, E coli growth 0.0, Rtt109 Vps75 1, phage Ecoli inh 0.8 and Wnt bcat act -3.
CCN(CCO)C(=O)c1ccc2nc(Cc3ccc(OC)cc3)oc2c1 was read as AddAB inh 0.4, PvdQ acylase 0, PfHsp90 yeast 2 -18, Tat transport 5, DAGLB inh -1, CAL PDZ inh -1.3, E coli growth 1.6, Rtt109 Vps75 0, phage Ecoli inh 1.2 and Wnt bcat act 0.
Cc1ccc(S(=O)(=O)c2nnn3c2nc(N2CCOCC2)c2ccccc23)cc1C was read as AddAB inh 1.7, PvdQ acylase 4, PfHsp90 yeast 2 7, Tat transport -3, DAGLB inh -1, CAL PDZ inh -0.8, E coli growth 1.8, Rtt109 Vps75 4, phage Ecoli inh 0.5 and Wnt bcat act -3.
Screening O=C(O)c1ccc(-n2nncc2-c2ccco2)cc1 returned AddAB inh 4.0, PvdQ acylase -9, PfHsp90 yeast 2 -4, Tat transport 3, DAGLB inh 2, CAL PDZ inh 0.7, E coli growth -0.1, Rtt109 Vps75 -3, phage Ecoli inh -0.6 and Wnt bcat act -1.
Screening O=[N+]([O-])c1cccc(-c2cc3cccc[n+]3cc2-c2cccc([N+](=O)[O-])c2)c1 returned AddAB inh -0.5, PvdQ acylase -20, PfHsp90 yeast 2 -5, Tat transport -3, DAGLB inh 1, CAL PDZ inh -0.4, E coli growth -1.3, Rtt109 Vps75 -5, phage Ecoli inh 2.8 and Wnt bcat act -12.
For CC(C)OC(=O)/C(=C\c1cccnc1)NC(=O)c1ccccc1 the results were AddAB inh 2.2, PvdQ acylase -8, PfHsp90 yeast 2 -7, Tat transport 0, DAGLB inh -3, CAL PDZ inh -0.3, E coli growth 2.4, Rtt109 Vps75 3, phage Ecoli inh 4.9 and Wnt bcat act -1.
Screening CC(Oc1ccc(-c2ccccc2)c(F)c1)c1ccn(S(=O)(=O)c2cccc3ccccc23)n1 (stereo not drawn) returned AddAB inh 0.7, PvdQ acylase -15, PfHsp90 yeast 2 2, Tat transport 12, DAGLB inh -14, CAL PDZ inh -0.6, E coli growth -0.4, Rtt109 Vps75 -5, phage Ecoli inh 2.8 and Wnt bcat act -3.
`Nc1ccc(N2CCCCC2)c(S(=O)(=O)Nc2ccc(Cl)cc2)c1` gave AddAB inh -0.4, PvdQ acylase -5, PfHsp90 yeast 2 9, Tat transport 0, DAGLB inh 2, CAL PDZ inh -3.1, E coli growth 0.2, Rtt109 Vps75 -3, phage Ecoli inh 1.8 and Wnt bcat act 2.
Screening CC(=O)c1ccc(NC(=O)c2cc(Cl)nc3ccccc23)cc1 returned AddAB inh -0.5, PvdQ acylase 3, PfHsp90 yeast 2 -1, Tat transport -5, DAGLB inh -2, CAL PDZ inh -1.1, E coli growth 0.8, Rtt109 Vps75 6, phage Ecoli inh 3.3 and Wnt bcat act -5.
CC(=O)N1N=C(c2ccccc2)OC1c1cccnc1 (stereo not drawn) was read as AddAB inh 1.7, PvdQ acylase -2, PfHsp90 yeast 2 -3, Tat transport 7, DAGLB inh 2, CAL PDZ inh -1.1, E coli growth 0.2, Rtt109 Vps75 -2, phage Ecoli inh 1.9 and Wnt bcat act -1.
Screening CCN1CCCC1CNC(=O)Cn1nc(C)n2c(cc3cc(C)ccc32)c1=O (stereo not drawn) returned AddAB inh 1.9, PvdQ acylase -4, PfHsp90 yeast 2 -13, Tat transport -5, DAGLB inh -2, CAL PDZ inh -1.8, E coli growth -4.1, Rtt109 Vps75 0, phage Ecoli inh -0.6 and Wnt bcat act 0.
`N/C(=N/OC(=O)c1ccccc1F)c1nonc1N` gave AddAB inh 5.1, PvdQ acylase -3, PfHsp90 yeast 2 4, Tat transport 1, DAGLB inh 1, CAL PDZ inh -1.8, E coli growth 3.5, Rtt109 Vps75 3 and phage Ecoli inh 4.6.
O=C(Cc1ccccc1)c1nc2ccccc2s1 was read as AddAB inh 2.4, PvdQ acylase 4, PfHsp90 yeast 2 22, Tat transport 3, DAGLB inh -3, CAL PDZ inh -2.4, E coli growth 2.5, Rtt109 Vps75 36, phage Ecoli inh 2.4 and Wnt bcat act 29.
Cn1nnnc1N=N/C(=N/Nc1ccccc1)c1ccccc1 was read as AddAB inh 25*, PvdQ acylase 2, PfHsp90 yeast 2 97*, Tat transport -1, DAGLB inh 17, CAL PDZ inh -1.4, E coli growth 21*, Rtt109 Vps75 -7, phage Ecoli inh 20* and Wnt bcat act -2.
For COC(CNC(=O)CNC(=S)N(Cc1ccccc1)Cc1cccs1)OC the results were AddAB inh 1.4, PvdQ acylase -7, PfHsp90 yeast 2 -4, Tat transport 2, DAGLB inh -1, CAL PDZ inh -0.2, E coli growth -2.1, Rtt109 Vps75 -2, phage Ecoli inh 2.6 and Wnt bcat act -1.
Screening COc1cccc(CN(C(=O)Cc2c[nH]c3ccccc23)C(C(=O)NC2CCCCC2)c2cccs2)c1 (stereo not drawn) returned AddAB inh 3.1, PvdQ acylase 3, PfHsp90 yeast 2 1, Tat transport 12, DAGLB inh 0, CAL PDZ inh -0.9, E coli growth 2.1, Rtt109 Vps75 4, phage Ecoli inh 3.0 and Wnt bcat act -5.
For CCOc1cc(/C=C2/SC(=Nc3ccccc3)N(Cc3cccnc3)C2=O)ccc1OCC#N the results were AddAB inh 3.0, PvdQ acylase -12, PfHsp90 yeast 2 -44, Tat transport -8, DAGLB inh -8, CAL PDZ inh -4.8, E coli growth -1.4, Rtt109 Vps75 -3 and phage Ecoli inh 0.7.
Screening Cc1cc(C)n(Cc2ccc(C(=O)O)o2)n1 returned AddAB inh 0.5, PvdQ acylase 12, PfHsp90 yeast 2 -1, Tat transport -2, DAGLB inh 1, CAL PDZ inh 0.2, E coli growth 2.5, Rtt109 Vps75 33 and phage Ecoli inh 5.0.
`COc1ccc(NC(=O)c2nnn(CC(=O)Nc3ccccc3OC)c2N)c(OC)c1` gave AddAB inh 1.5, PvdQ acylase -3, PfHsp90 yeast 2 -6, Tat transport -7, DAGLB inh -1, CAL PDZ inh -0.4, E coli growth 1.3, Rtt109 Vps75 7, phage Ecoli inh 2.4 and Wnt bcat act -3.
Screening CCCCOc1ccc(S(=O)(=O)NNC(=O)c2cc3ccccc3o2)cc1 returned AddAB inh 3.2, PvdQ acylase -10, PfHsp90 yeast 2 -6, Tat transport 2, DAGLB inh 0, CAL PDZ inh -3.3, E coli growth 1.8, Rtt109 Vps75 5, phage Ecoli inh 0.8 and Wnt bcat act 0.
COc1ccc(-c2cc(C(F)F)n3ncc(C(=O)NCCCN4CCCC4=O)c3n2)cc1 was read as AddAB inh 1.2, PvdQ acylase 2, PfHsp90 yeast 2 25, Tat transport -7, DAGLB inh -1, CAL PDZ inh -1.6, E coli growth 1.2, Rtt109 Vps75 -4, phage Ecoli inh 3.9 and Wnt bcat act 0.
CCOc1ccc(C(OC(=O)c2ccco2)C(=O)NCc2ccc(C)cc2)cc1 (stereo not drawn) was read as AddAB inh 3.9, PvdQ acylase 9, PfHsp90 yeast 2 -46, Tat transport -16, DAGLB inh -5, CAL PDZ inh -0.6, E coli growth 0.6, Rtt109 Vps75 -1, phage Ecoli inh 2.6 and Wnt bcat act 1.
`COc1ccc(S(=O)(=O)N2CCC(C)CC2)cc1N(C)S(=O)(=O)c1ccccc1` gave AddAB inh 0.8, PvdQ acylase -4, PfHsp90 yeast 2 -23, Tat transport 6, DAGLB inh -1, CAL PDZ inh -2.7, E coli growth 3.7, Rtt109 Vps75 5, phage Ecoli inh -1.0 and Wnt bcat act 8.
For CCOC(=O)CSc1ccc(C(=O)NCCCN2CCOCC2)cc1[N+](=O)[O-] the results were AddAB inh -0.3, PvdQ acylase -4, PfHsp90 yeast 2 -16, Tat transport 4, DAGLB inh -3, CAL PDZ inh -0.4, E coli growth -2.7, Rtt109 Vps75 -8, phage Ecoli inh 0.4 and Wnt bcat act 1.

Screening results (PubChem BioAssay)

Hits appear at their usual frequency; 1.9% or so of the library scored in one or more.
